# Source: PubChem BioAssay (The Scripps Research Institute Molecular Screening Center)
# TAAR1 ag: agonists of human TAAR1 | Q96RJ0 | CHO RD-HGA16 TAAR1, Fluo-8 calcium fluorescence; vehicle wells 0%, saturating PEA agonist 100% | activation, % at 3 µM | hit rate 0.99% among 360,000;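 active = activation above the mean activation of all test compounds in the run plus 3 SD, cut at about 38% in these data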
# Target sequence (Q96RJ0 whole entry, looked up): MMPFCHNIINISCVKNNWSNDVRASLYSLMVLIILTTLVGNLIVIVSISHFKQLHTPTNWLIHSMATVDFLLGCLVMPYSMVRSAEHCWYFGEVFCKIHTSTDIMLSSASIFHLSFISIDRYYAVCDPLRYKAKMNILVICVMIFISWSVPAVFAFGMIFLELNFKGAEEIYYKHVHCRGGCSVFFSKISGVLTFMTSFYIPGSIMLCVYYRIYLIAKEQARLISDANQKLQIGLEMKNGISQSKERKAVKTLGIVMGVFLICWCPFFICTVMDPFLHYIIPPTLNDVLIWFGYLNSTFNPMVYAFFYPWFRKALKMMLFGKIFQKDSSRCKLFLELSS
#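 System: CHO-derived RD-HGA16 cells with stable Gα16 and human TAAR1 / Times: 17-24 h plating, Fluo-8 75 min 37 °C, 30 min RT / Technique: calcium-sensitive Fluo-8 signal, excitation 470-495, emission 515-575 nm / Measure: % activation relative to PEA EC100 response / Benchmarks: DMSO and PEA EC100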
# CHO parental Ca: counter-screen: ATP calcium response change in parental CHO cells | inhibition, % at 5.6 µM | hit rate 0.63% among 330,000 | parental CHO-K1, ATP-induced calcium, Fluo-8 fluorescence;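 active = inhibition above that plate's mean sample inhibition plus 3 SD, cut at about 26% in these data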;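 note: 0% = ATP-challenged DMSO wells and 100% = DMSO wells without ATP; some compounds past the cut are filed as inactive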
#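 Test system: parental CHO cells; detection: calcium-sensitive Fluo-8 fluorescence; evaluation: percent inhibition of calcium signal; also added: ATP as calcium-mobilizing challenge; repeats: one well per compound; control set: ATP-challenged DMSO wells low, unchallenged DMSO wells high; compound: single nominal dose of 5.6 µM per compound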
# OXTR potentiate: potentiators of human oxytocin receptor; P30559; CHO-OTR cells, Fluo-8 calcium fluorescence, potentiator mode; 0% = oxytocin EC15, 100% = EC100; activation, % at 3 µM; hit rate 0.061% among 320,000; AID 2445;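 active = activation above that plate's cutoff, the mean activation of tested compounds plus 3 SD, cut at about 6.6% in these data, passing the limit was not always enough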;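 note: 100% uses oxytocin at 75 nM as the full agonist control; some results filed as inactive read as strong as hits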
#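 assay system = CHO-OTR cells, human receptor | schedule = compound 6 min at room temperature before oxytocin, 100 s read | detection = Fluo-8 intracellular calcium fluorescence, ex 470-495, em 515-575 nm | evaluation = normalized max/min fluorescence ratio, % activation | control set = EC15 oxytocin alone as 0%, 75 nM oxytocin (EC100) as 100%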
# CHRM1 PAM: potentiates human M1 receptor response to acetylcholine; AID 588819; hit rate 0.088% among 360,000; activation, % at 3 µM; CHO-K1 hM1, Fluo-8 calcium fluorescence, ACh EC20; 0% = ACh EC20, 100% = maximal ACh; in the data active = activation above about 19%, passing the limit was not always enough
# Target sequence (P11229 whole entry, looked up): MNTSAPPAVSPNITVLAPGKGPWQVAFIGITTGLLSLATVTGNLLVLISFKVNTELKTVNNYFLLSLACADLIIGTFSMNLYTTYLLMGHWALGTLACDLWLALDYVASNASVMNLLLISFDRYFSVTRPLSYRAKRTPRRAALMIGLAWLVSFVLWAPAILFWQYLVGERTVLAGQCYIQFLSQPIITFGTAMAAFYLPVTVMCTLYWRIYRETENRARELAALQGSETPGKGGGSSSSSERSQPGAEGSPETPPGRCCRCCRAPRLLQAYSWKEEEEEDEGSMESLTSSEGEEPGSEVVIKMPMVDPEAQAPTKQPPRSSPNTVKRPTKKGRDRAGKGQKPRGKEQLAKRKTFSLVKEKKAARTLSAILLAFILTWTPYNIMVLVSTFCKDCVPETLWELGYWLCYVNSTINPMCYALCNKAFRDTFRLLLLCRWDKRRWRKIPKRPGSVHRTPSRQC
# V1R ag counter: V1a receptor agonism, counter-screen for OXTR agonists; CHO-V1R cells, Fluo-8 calcium fluorescence, agonist mode; 0% DMSO, 100% 3 nM vasopressin; activation, % at 3 µM; hit rate 0.25% among 320,000; AID 2797;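 active = activation above the mean activation of all tested compounds plus 3 SD, per screening run, cut at about 20% in these data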;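 note: signal is peak over basal fluorescence ratio across a 100 second FLIPR read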
# M1 ag: human M1 muscarinic receptor agonism. CHO-K1 hM1, Fluo-8 calcium fluorescence, agonist mode; 0% DMSO, 100% acetylcholine EC100. hit rate 0.33% among 360,000. activation, % at 3 µM. AID 588814;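 active = activation above the run's mean compound activation plus 3 SD, cut at about 16% in these data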;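 note: peak over basal fluorescence ratio within a 140 s kinetic read after compound addition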
# TAAR1 antagonist: antagonists of human TAAR1; CHO RD-HGA16 TAAR1, Fluo-8 calcium fluorescence, antagonist; hit rate 1.5% among 360,000; AID 624466; inhibition, % at 3 µM; Q96RJ0;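 active = inhibition above a per-plate cutoff, the mean inhibition of test compounds on that plate plus 3 SD, cut at about 49% in these data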;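 note: 0% = DMSO plus EC80 beta-PEA response and 100% = DMSO alone without agonist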
#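 Material: CHO RD-HGA16 cells bearing hTAAR1; compound dosing: one-point dosing, 3 µM nominal final; schedule: dye loading 75 min at 37 °C, then 30 min room temperature; measured by: calcium fluorescence with Fluo-8; control set: vehicle and agonist controls; replication: n of 1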
# M1 antag: blocks human M1 muscarinic receptor; P11229; CHO-K1 hM1, Fluo-8 calcium fluorescence, ACh EC80 antagonist; inhibition, % at 3 µM; hit rate 1.3% among 360,000;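 active = percent inhibition above its own plate's cutoff, namely the mean of that plate's compound wells plus 3 SD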;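 note: peak over basal fluorescence ratio during 140 s after agonist addition; 0% = ACh EC80 plus DMSO and 100% = DMSO alone without agonist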
# OXTR ag: human OXTR agonism | P30559 | CHO-OTR cells, Fluo-8 calcium fluorescence; normalized: DMSO 0%, oxytocin 100% | hit rate 0.32% among 320,000 | AID 2435 | activation, % at 3 µM;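 active = activation above the mean of all tested compounds plus 3 SD, cutoff set per screening run, cut at about 20% in these data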;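 note: peak over basal fluorescence ratio from a 100 s FLIPR kinetic read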
# Starred values were filed as active, the others as inactive; / = not tested or not shown.
SMILES,TAAR1 ag,CHO parental Ca,OXTR potentiate,CHRM1 PAM,V1R ag counter,M1 ag,TAAR1 antagonist,M1 antag,OXTR ag
CCOC(=O)C1C(=O)C=C(c2ccc([N+](=O)[O-])cc2)CC1c1ccccc1 (stereo not drawn),4,-12,-20,6,-1.0,-3,37,-5,-2.2
CCCCCC(=O)NNC(=S)NC(=O)c1ccc([N+](=O)[O-])cc1,9,-7,-1,1,0.4,-7,-5,5,-0.8
CCOC(=O)CNC(=O)CNC(=O)Cn1ccc2ccccc2c1=O,9,-6,-8,4,0.5,-4,13,-5,0.3
Cc1ccc2nc(SCC(=O)OCc3ccccc3)nc(=O)n2c1,3,-12,-3,-5,0.1,-1,-2,17,0.1
Cc1cc(NC(=O)CCCOc2ccc(Cl)cc2Cl)no1,5,27,1,-6,-0.4,-6,-1,10,0.4
COc1cc(C(=O)OCC(=O)Nc2cc(C)on2)cc(OC)c1OC,18,-8,-3,3,0.1,-2,8,-4,1.4
COc1cccc(C(C(=O)NC2CCCCC2)N(C(=O)c2csnn2)C2CC2)c1 (stereo not drawn),0,-24,-4,-7,-0.9,-6,-6,8,-1.0
COc1ccc(-c2c(C(=O)O)c(-c3ccccc3)cn2C)cc1,5,-1,1,1,0.8,-1,13,-7,1.3
COc1cc2sc3cc(NCCCN4CCOCC4)ccc3c(=O)c2cc1OC,1,-15,0,-2,-0.8,8,12,5,0.2
Cc1ccc2c(c1)nnn2C1CCN(S(=O)(=O)c2ccc(C(=O)N3C(C)CCCC3C)cc2)CC1 (stereo not drawn),13,56*,-22,-12,9.2,1,26,33*,11
O=C(CCS(=O)(=O)c1ccccc1F)Nc1ccc(N2CCN(Cc3ccccc3)CC2)cc1,2,-30,-10,-9,1.5,-6,-16,5,3.1
COc1cccc(CNC(=O)c2ccccc2SCC(=O)N2CCCC2)c1,5,-19,-1,5,-0.8,-5,-3,-8,-0.4
CC(=O)OCCCn1c(C)[n+](C)c2cc(Cl)c(Cl)cc21,1,-13,-4,4,0.5,-4,12,9,1.2
CN(C(=O)Cn1cnc2ccccc2c1=O)C1CCS(=O)(=O)C1 (stereo not drawn),0,9,-3,16,1.6,5,-17,-2,1.9
Nc1cc2c(cc1O)CCCC2,1,-5,-6,1,0.3,-6,-3,3,-0.1
CCCCC1C(=O)N(c2ccccc2)N(c2ccc(O)cc2)C1=O (stereo not drawn),1,-14,2,7,0.5,0,-14,-30,-0.5
CCOc1ccc(OCc2cccc(C(=O)N3CCCCCC3)c2)cc1,13,-22,-6,5,3.0,-6,-7,-4,-2.2
COC(=O)c1c(C)[nH]c(C(=O)C(C)OC(=O)C2CC2)c1C (stereo not drawn),6,-6,2,3,0.1,-3,5,7,0.9
C=CCOc1ccccc1/C=N/NC(=O)Cc1ccc(C)cc1,-2,-22,-11,4,-1.3,-4,-4,-12,-2.4
O=C(Cn1nnc(-c2ccccc2F)n1)Nc1ccc2c(c1)OCO2,5,-10,1,2,0.5,-2,-6,-2,1.1

# 3 entries already listed, sorted by the value under M1 antag, rising.
Structure | M1 antag
COc1ccc(-c2c(C(=O)O)c(-c3ccccc3)cn2C)cc1 | -7
CCOC(=O)C1C(=O)C=C(c2ccc([N+](=O)[O-])cc2)CC1c1ccccc1 (stereo not drawn) | -5
CN(C(=O)Cn1cnc2ccccc2c1=O)C1CCS(=O)(=O)C1 (stereo not drawn) | -2

# The main list resumes, repeating the two entries before the break.
SMILES,TAAR1 ag,CHO parental Ca,OXTR potentiate,CHRM1 PAM,V1R ag counter,M1 ag,TAAR1 antagonist,M1 antag,OXTR ag
C=CCOc1ccccc1/C=N/NC(=O)Cc1ccc(C)cc1,-2,-22,-11,4,-1.3,-4,-4,-12,-2.4
O=C(Cn1nnc(-c2ccccc2F)n1)Nc1ccc2c(c1)OCO2,5,-10,1,2,0.5,-2,-6,-2,1.1
COc1ccc(CN2C(=O)c3c(c(C)n(C)c3C)C2C(=O)NC2CCC(C)CC2)cc1 (stereo not drawn),1,-12,-13,-1,15,-4,-17,5,-1.6
C[C@@H]1CN([C@H](C)CO)C(=O)CCCn2cc(nn2)CO[C@H]1CN(C)S(=O)(=O)c1cccc(C#N)c1,3,/,/,3,/,-4,-4,-12,/
CC1(C)Cc2c(sc3nc4n(c(=N)c23)CCCCC4)CO1,0,-1,0,-22,0.5,-7,13,53*,0.4
C=CCn1c(NCCO)nc2sc3c(c2c1=O)CCC3,1,-10,-5,4,-0.1,-1,8,-4,-0.9
COc1ccccc1CC(NC(C)=O)C(=O)N1CCN(C(=O)Nc2ccccc2Cl)CC1 (stereo not drawn),10,-2,-6,0,0.3,-3,10,0,-0.2
COc1ccc(S(=O)(=O)Nc2ccc3c(c2)OCO3)cc1C,14,-15,-6,5,2.0,-4,-13,-3,1.3
NC(=O)OCC(O)COc1ccc(Cl)cc1 (stereo not drawn),0,-4,-9,-3,0.5,-4,4,-5,0.0
COc1ccc(Cl)cc1NC(=O)CN1CCc2ccccc21,5,-3,-10,5,0.8,-8,-2,-8,-1.3
Cc1ccc(-c2ccc(/C=C3/NC(=O)NC3=O)o2)cc1[N+](=O)[O-],8,/,/,11,/,6,2,6,/
O=C(O)c1ccccc1C(=O)Nc1ccc(-n2nccc2C(F)(F)F)cc1,0,-14,-2,14,-0.1,-7,-21,-13,-1.1
O=C1N(c2ccc(Cl)c(Cl)c2)CN(Cc2ccccc2)CN1n1cnnc1,32,-2,0,1,-0.2,-4,13,-5,-0.7
CCCc1nc2c(C)cc(Br)cn2c1Cc1ccc(OC)cc1C,1,/,/,-2,/,-6,-24,-20,/
Cc1noc(C)c1CSc1nc2ccccc2s1,2,-32,-13,3,-0.7,-6,9,-27,-1.8
CC(C)n1c(=S)[nH]c2cc(Cl)ccc21,4,-9,2,-6,-0.6,-3,-13,14,-3.2
Cn1cc(CNCc2cn(C)nc2-c2ccc(C3CCCCC3)cc2)cn1,8,-16,-16,14,4.3,-1,-10,-6,5.3
COc1ccc(O)c(C(=O)c2cc(SCC(=O)O)c3nc4sc5c(c4c(=O)n3c2)CCCC5)c1,0,0,1,1,0.1,-4,-24,-2,0.4
COc1ccc(-c2nc3ccccc3c(=O)n2CCN2CCOCC2)cc1,1,-9,-6,7,1.1,-3,-12,-5,0.2
O=C1c2ccccc2[C@@H]2C[C@@H](O)[C@H](Nc3cccc(Cl)n3)CCN12,23,-3,/,-10,/,1,42,8,/
COC(=O)C[C@](O)(CCCC(C)(C)O)C(=O)O[C@@H]1C(OC)=C[C@]23CCCN2CCc2cc4c(cc2[C@H]13)OCO4,/,-12,-3,/,0.3,/,/,/,-0.3
O=[N+]([O-])c1ccc(S(=O)(=O)NCCS(=O)(=O)N2CCN(c3ccccc3)CC2)cc1,9,17,-13,-5,9.2,2,29,8,9.7
Cn1c(=O)n(C)c2cc(C(=O)c3ccccc3)ccc21,13,-11,-1,6,0.7,-4,2,-5,-0.7
COc1ccccc1OCC(=O)N(Cc1nc(-c2ccc(Cl)cc2)no1)C(C)C,-2,-12,-5,0,0.7,-7,3,-6,-0.7
COC(=O)C1=C(C(=O)OC)[C@@H]2N(C)c3ccccc3[C@@]23C[C@@H](C(=O)OC)N(C(=O)c2ccco2)C3=N1,14,-22,0,-1,-0.2,-4,9,12,0.2
Cc1csc(Nc2ccccc2C(F)(F)F)n1,-3,-18,-7,-13,-1.3,2,-8,6,-2.6
CC1CCc2nc(NC(=O)c3cc(C(C)(C)C)nn3C)sc2C1 (stereo not drawn),4,-8,-7,5,0.7,-3,-14,-13,-0.1
O=C1NC(c2cccnc2)C(C(=O)c2cccs2)C(O)(C(F)(F)F)N1 (stereo not drawn),3,-13,0,11,0.5,-2,-22,-10,0.1
Cc1cc(C)c2nc(N3CCCC(C(=O)N4CCN(c5ncccn5)CC4)C3)sc2c1 (stereo not drawn),5,-28,-9,0,-0.5,-4,-6,0,-1.9
CCCS(=O)(=O)N1CCCC(C(=O)NCCN2CCCCC2C)C1 (stereo not drawn),12,-8,-1,-2,1.4,-6,-1,1,0.6
O=C1c2ccccc2C(=O)c2c1cccc2-n1nnc2ccccc21,0,-11,6,2,-0.2,-5,-11,3,-1.0
Cn1c(=O)n(C)c2cc(CN3C(=O)OC(C)(C)C3(C)O)ccc21 (stereo not drawn),0,2,-4,6,0.9,0,-9,-9,0.2
Clc1ccc(-n2nnnc2-c2cnc3ccccc3c2-c2ccccc2)cc1,2,-25,-13,13,-0.3,1,-15,-10,-2.0
COC(=O)c1ccc(NC(=O)CCS(=O)(=O)c2ccc(Br)cc2)cc1,-2,-19,-4,-3,0.1,-4,11,2,-0.3
Cc1cccc(CN2CCN(C3CN(Cc4ccc(F)cc4)S(=O)(=O)C3)CC2)c1 (stereo not drawn),1,/,/,-14,/,-1,-11,25,/
O=C(CN(C(=O)C1CSC(=O)C1)c1ccccc1F)NCc1ccc2c(c1)OCO2 (stereo not drawn),21,-8,-10,4,0.5,-3,6,-3,-0.5
CCC[C@@H](CN1CCC[C@H]1CN1C(N)=NC[C@@H]1Cc1ccccc1)N1C[C@@H]([C@H](C)CC)N(CCc2ccc(Cl)c(Cl)c2)C1=N,/,-20,-3,-30,0.2,-10,/,36,-0.5
O=C(CCNC(=O)c1ccc(Cl)cc1)Nc1ccc(S(=O)(=O)N2CCOCC2)cc1,4,-12,-4,10,0.7,0,1,-12,-0.4
O=C1C(Cl)=C(N2CCCCCC2)C(=O)N1c1ccccc1,3,-22,-13,-17,-1.8,-4,-3,36*,-2.6
Cc1c(NS(=O)(=O)c2cccc(C(=O)Nc3ccccc3)c2)c(=O)n(-c2ccccc2)n1C,11,-28,-3,6,0.0,-6,3,-8,-0.9
CC1(C)Cc2c(sc3c2c(=N)n(Cc2ccco2)c(=O)n3CC(=O)Nc2ccc(Cl)cc2)CO1,4,-11,-8,4,-0.1,-5,9,-10,-1.6
CCC/C=C1/CCCOC(C(=O)NCCN2CCOCC2)(C(F)(F)F)C1 (stereo not drawn),7,-8,1,7,-0.3,-5,-5,-3,0.0
CSc1ccc(Cl)c(C(=O)NCC(C)C)c1,3,-12,-9,-5,-0.9,-6,-15,5,-0.8
CNC(=S)N/N=C(\C)c1cccc([N+](=O)[O-])c1,2,-5,-7,3,0.7,-3,2,-4,0.3
O=S(=O)(Nc1ccccc1)c1ccc(NS(=O)(=O)c2c(F)cccc2F)cc1,6,6,-5,3,0.5,-8,1,-8,1.8
S=C(NCCCN1CCN(CCCNC(=S)NC2CCCCC2)CC1)NC1CCCCC1,1,/,/,-5,/,-8,-3,1,/
